Screening data from PubChem.
AmpC inh detg: qHTS Inhibitors of AmpC Beta-Lactamase (assay with detergent) | AmpC hydrolysis of nitrocefin, absorbance 480 nm, 0.01% Triton | Potency, µM (top dose mostly 114 µM), for the others: at the highest dose activity change, negative = inhibition, usual class: inhibitors | 370,000 tested, 0.041% active | AID 485294, 2010;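 note: potency is the fitted concentration of half-maximal effect; 0% = no-compound wells and -100% = no-enzyme wells; nearly all actives have a fitted effect of over 25% in size; some results filed as inactive show a strong effect at the top dose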
Target sequence (P00811 whole entry, looked up): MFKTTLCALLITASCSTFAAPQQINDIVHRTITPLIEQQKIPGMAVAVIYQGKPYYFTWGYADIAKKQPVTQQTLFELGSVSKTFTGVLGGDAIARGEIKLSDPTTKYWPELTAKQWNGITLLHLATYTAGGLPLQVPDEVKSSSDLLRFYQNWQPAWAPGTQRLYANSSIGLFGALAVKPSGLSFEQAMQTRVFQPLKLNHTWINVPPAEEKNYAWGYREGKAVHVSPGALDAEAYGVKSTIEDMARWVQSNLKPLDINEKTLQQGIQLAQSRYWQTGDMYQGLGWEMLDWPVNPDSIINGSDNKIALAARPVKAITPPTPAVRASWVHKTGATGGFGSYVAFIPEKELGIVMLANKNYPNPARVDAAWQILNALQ
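20 mM phosphate pH 7.0 + 0.01% (detergent screen) or 0.0001% Triton X-100; 5.3 nM AmpC reagent; cpd preinc 15 min RT; nitrocefin (800 uM stock) to start; A480 q20 s × 4 min; Activity was normalised to no-enzyme and no-compound control wells.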
Sm TGR block: qHTS Assay for the Inhibitors of Schistosoma Mansoni Peroxiredoxins; Schistosoma mansoni thioredoxin glutathione reductase (TGR), Q962Y6; purified TGR, DTNB reduction, TNB absorbance 405 nm; Potency, µM (top dose mostly 114 µM), for the others: top-dose activity change, negative = inhibition, most hits filed as inhibitors; 360,000 tested, 3% active; note: potency is the fitted concentration of half-maximal effect; nearly all actives have a fitted effect of over 60% in size
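First, TGR (20 nM dispensed) and NADPH were mixed with compound. Second, a 15 min room-temperature incubation followed. Third, further NADPH and then DTNB were added to start the reaction. Finally, TNB absorbance was monitored kinetically.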
AmpC inh no detg: qHTS Inhibitors of AmpC Beta-Lactamase (assay without detergent) | Potency, µM (titrated, usually from 57.1 µM), without a hit: at the top dose activity change, negative = inhibition, hits mostly inhibitors | AmpC nitrocefin hydrolysis, absorbance 480 nm, 0.0001% Triton | AID 485341, 2010 | P00811 | 330,000 tested, 0.52% active;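 note: potency is the fitted concentration of half-maximal effect; plate controls were no compound for no effect and no enzyme for full effect; nearly all actives have a fitted effect of over 20% in size; some results filed as inactive show a strong effect at the top dose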
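AmpC (5.3 nM in the dispensed reagent) in 20 mM phosphate pH 7.0 with 0.01% (detergent screen) or 0.0001% Triton X-100 was preincubated with compounds for 15 min at room temperature. Nitrocefin was then added from an 800 uM solution, and hydrolysis was followed at 480 nm.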
TbPYK inhibitor: qHTS of Trypanosoma Brucei Inhibitors; 410,000 tested, 0.12% active; AID 624173, 2012; Potency, µM (doses to about 76.8 µM), for inactives: at the highest dose activity, negative = inhibition, usual class: inhibitors; TbPYK enzyme, Kinase-Glo Plus ATP luminescence, 45 min; note: potency is the fitted concentration of half-maximal effect; nearly all actives have a fitted effect of over 50% in size
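In this concentration-response screen, enzyme-free wells defined baseline while DMSO plates tracked drift. Each reaction combined TbPYK, substrate, compound and 130 uM ADP for 45 min at room temperature. Kinase-Glo Plus luminescence gave the signal.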
LmPK inh: qHTS Assay for Inhibitors of Leishmania Mexicana Pyruvate Kinase (LmPK); purified LmPK, Kinase-Glo ATP luminescence, 1 h; Potency, µM (doses to about 57.5 µM), for the others: at the top dose activity change, negative = inhibition, most hits filed as inhibitors; 290,000 tested, 0.37% active; note: potency is the fitted concentration of half-maximal effect
Target sequence (Q27686 whole entry, looked up): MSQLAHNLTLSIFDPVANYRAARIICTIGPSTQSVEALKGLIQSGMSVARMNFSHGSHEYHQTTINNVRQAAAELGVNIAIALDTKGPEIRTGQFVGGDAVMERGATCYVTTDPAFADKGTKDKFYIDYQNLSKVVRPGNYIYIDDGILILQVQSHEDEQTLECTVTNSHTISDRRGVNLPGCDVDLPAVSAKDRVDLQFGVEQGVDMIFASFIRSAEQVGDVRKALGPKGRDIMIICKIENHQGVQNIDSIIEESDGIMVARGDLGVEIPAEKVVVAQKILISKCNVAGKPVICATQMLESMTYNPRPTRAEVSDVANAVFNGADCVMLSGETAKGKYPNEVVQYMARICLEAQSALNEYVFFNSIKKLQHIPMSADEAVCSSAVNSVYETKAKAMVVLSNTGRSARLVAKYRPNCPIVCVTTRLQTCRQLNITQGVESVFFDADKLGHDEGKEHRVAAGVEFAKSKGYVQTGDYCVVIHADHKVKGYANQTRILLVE
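Pyruvate kinase activity monitored as ATP production (luciferase luminescence). Conditions: 0.1 nM enzyme, 0.5 mM PEP, 0.1 mM ADP, 1 h, RT; normalized against uninhibited and no-enzyme wells.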
HCMV antiviral: qHTS Assay for inhibitors of the human cytomegalovirus (HCMV) | HFF cells, HCMV-luciferase reporter, 72 h; stronger effect = lower value | activity change, negative = inhibition, % at 57.5 µM | 410,000 tested, 4.5% active; in the data active = activity change below about -60%; inconclusive = no clear call, values can overlap the other calls; inactive = above about -39%
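Two compound doses tested in HFFs infected with HCMV-luciferase, MOI 1 PFU/cell, 72 h at 37C. Lysate luminescence read with OneGlo; data normalized against buffer-only and 10uM Salinomycin inhibitor controls.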
AMA1 RON2 block: qHTS for Inhibitors of AMA1-RON; Towards Development of Antimalarial Drug Lead: Primary Screen; Potency, µM (highest dose often 58.2 µM), for inactives: at the highest dose activity change, negative = inhibition, actives largely listed as inhibitors; 360,000 tested, 0.2% active; Plasmodium falciparum AMA1 (3D7) - RON2 peptide interaction; AlphaScreen AMA1-biotinylated RON2 peptide binding; AID 720542, 2013;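 note: potency is the fitted concentration of half-maximal effect; 0% = vehicle wells and -100% = peptide control; nearly all actives have a fitted effect of over 45% in size; some results filed as inactive show a strong effect at the top dose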
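AMA1 (3D7) with his tag at 25 nM final met compounds first, then biotinylated RON2 peptide at 25 nM; detection used donor plus acceptor beads, 10 µg/mL apiece, read by AlphaScreen after 30 min at room temperature.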
* hit, by the source's call; ? = inconclusive; · = not tested or not shown; [ ] = remark or other dose. Unless noted, calls come from the whole dose curve; as a rule, active = well fitted curve in the direction sought with a large enough effect; inconclusive = small, poorly fitted or top-dose-only effect, or another doubt; inactive = no such curve, though single readings can be large; an effect the other way counts as inactive or inconclusive. Unless noted, % is set by controls: 0 for no effect and ±100 for the full control effect.

The line under a structure holds: AMA1 RON2 block, AmpC inh detg, TbPYK inhibitor, AmpC inh no detg, LmPK inh, Sm TGR block, HCMV antiviral
- CC1CCCCC1NC(=O)NC(=O)COC(=O)C1=NN(c2ccccc2)C(=O)CC1 (stereo not given)
  -10%, -2%, -3%, 9%, ·, -1%, -32
- COc1ccc(NC(=O)CN(C)C(=O)CNC(=O)c2ccc3c(c2)OCO3)cc1
  13%, ?, -4%, -27%, ·, -1%, 18
- Cc1ccc(Oc2ccc(N)cc2)cc1
  ?, 4%, -2%, -16%, -6%, 0%, 5
- COc1ccc(/C=N/NC(=O)CNC(=O)c2ccc(S(=O)(=O)N3CCOCC3)cc2)c(OC)c1
  -16%, ?, 2%, 40%, 5%, -6%, 15
- COC(=O)c1ccc(Cl)c(NC(=O)CN2CCC(C)CC2)c1
  5%, 12%, -6%, -16%, -14%, 3%, 6
- O=C(/C=C/c1ccc2c(c1)OCO2)NCCSCc1cccc(Cl)c1
  -10%, 0%, 6%, -35%, -9%, 5%, 7
- N#C/C(=C\c1ccc(N2CCCCC2)o1)C(=O)Nc1cccc(Br)c1
  -15%, -1%, -10%, -19%, 0%, ?, -14
- COc1ccc(C2=NN(C(=O)CCC(=O)O)C(c3ccc(Br)cc3)C2)cc1 (stereo not given)
  -8%, -1%, -14%, -20%, 4%, ?, -25
- CNC(=S)N1N=C(c2ccc(C)cc2)CC1c1ccc(Cl)cc1 (stereo not given)
  -8%, -5%, 2%, -19%, 2%, -12%, -6
- Cc1ccc(C(=O)NNC(=O)CSc2nnc(C(C)C)n2C)cc1
  17%, -14%, 7%, -9%, -5%, -7%, -27
- COC(=O)Cn1c(=O)c2c(nc(Br)n2CC(=O)OC)n(C)c1=O
  20%, 3%, 0%, -19%, -5%, 6%, -19
- CCCN1CNC(=S)N(c2cccc(C)c2)C1
  14%, 5%, -2%, 0%, 3%, -3%, -2
- Cc1cc(C)c(S(=O)(=O)N(C)CC(=O)NCC2CCCO2)c(C)c1 (stereo not given)
  2%, ?, 3%, 8%, -1%, 0%, -12
- CC1CCCC(NC(=O)COC(=O)c2ccc([N+](=O)[O-])o2)C1C (stereo not given)
  -1%, ·, -3%, -6%, ·, ·, 13
- CC(=O)c1c(C)[nH]c(C(=O)NNC(=O)c2ccc(C)cc2)c1C
  6%, ·, -9%, -20%, ·, ·, 36
- COc1cccc(CNc2nc(C(F)(F)F)nc3ccccc23)c1
  38%[activator], -13%, 0%, -29%, -3%, -2%, -73*
- CCOc1ccc(C(=O)N[C@H](C(=O)NC2CCCCC2)C(C)C)cc1
  9%, ·, -9%, ·, ·, ·, 25
- CCOC(=O)N1CCC(NC(=O)c2cccc3c2C(=O)N(c2ccc(OC)cc2)C3)CC1
  -3%, -13%, -2%, 70%[activator], 9%, -17%, -9
- CC(=O)N1CN2CN(C(C)=O)CC(C(=O)c3ccc(Br)cc3)(C2)C1
  3%, -3%, 6%, -10%, 3%, 8%, -21
- O=C(c1ccc(-c2ccc(Cl)cc2Cl)o1)N1CCOCC1
  -3%, 3%, -7%, 98%[activator], -3%, -7%, 62
- NC(=O)C1(N2CCCCC2)CCN(C(=S)NC2CCCC2)CC1
  -9%, ?, -3%, -22%, -6%, 3%, 30
- CCOC(=O)CSc1nnc(-c2cccnc2)n1Cc1ccccc1
  0%, 0%, 0%, 24%, -8%, -3%, -31
- COC(=O)CCS(=O)(=O)c1nc(-c2ccccc2)cc(C(F)(F)F)n1
  -6%, ?, -4%, -16%, -1%, 8.9µM*, ·
- CCC(=O)N1CCc2cc(S(=O)(=O)CCC(=O)Nc3cccc(F)c3)ccc21
  0%, 3%, -24%, -27%, 1%, -30%, -14
- O=S(=O)(c1ccc(F)cc1)N1CCN(c2nc(-c3cccnc3)nc3ccccc23)CC1
  11%[11.6 µM], 1%, -7%, 44%, ·, -7%, 2
- COc1ccccc1-n1nnnc1SCC(=O)NC(=O)Cc1ccccc1
  -3%, 2%, -2%, -50%, ·, -5%, -11
- Cc1cc(N2C(=O)[C@@H]3[C@H](C2=O)[C@@H]2C[C@H]3C(Br)C2Br)no1 (stereo not given in full)
  -18%, -3%, 8%, 0%, -7%, -6%, 5
- CC12CC(c3ccccc3O1)N(C(=O)c1ccco1)C(=O)N2c1ccccc1 (stereo not given)
  -2%, -9%, 0%, 27%, -10%, -8%, 30
- Cc1sc2ncnc(NCC3CCCO3)c2c1C (stereo not given)
  -2%, -8%, -5%, -18%, -1%, 8%, -29
- c1ccn2cc(CSC3=NCCS3)nc2c1
  -12%, ?, -5%, -8%, 0%, -1%[11.4 µM], 55

4 records picked at random from those above, as already listed:
The line under a structure holds: AMA1 RON2 block, AmpC inh detg, TbPYK inhibitor, AmpC inh no detg, LmPK inh, Sm TGR block, HCMV antiviral
- c1ccn2cc(CSC3=NCCS3)nc2c1
  -12%, ?, -5%, -8%, 0%, -1%[11.4 µM], 55
- CCOC(=O)CSc1nnc(-c2cccnc2)n1Cc1ccccc1
  0%, 0%, 0%, 24%, -8%, -3%, -31
- CC12CC(c3ccccc3O1)N(C(=O)c1ccco1)C(=O)N2c1ccccc1 (stereo not given)
  -2%, -9%, 0%, 27%, -10%, -8%, 30
- Cc1sc2ncnc(NCC3CCCO3)c2c1C (stereo not given)
  -2%, -8%, -5%, -18%, -1%, 8%, -29

New compounds follow:
The line under a structure holds: AMA1 RON2 block, AmpC inh detg, TbPYK inhibitor, AmpC inh no detg, LmPK inh, Sm TGR block, HCMV antiviral
- CCN(CC)S(=O)(=O)c1ccc(/C=C/C(=O)Nc2c(C)n(C)n(-c3ccccc3)c2=O)cc1
  0%, -2%, -2%, -16%, -7%, 6%, -12
- CCOC(=O)c1cnn(-c2cc(C)c3ccccc3n2)c1N
  6%, -9%, 3%, -23%, 4%, 5%, 94
- Cc1c(C)n2c(SCC(=O)N3CCC(C)CC3)nnc2[nH]c1=O
  15%, ?, -2%, -9%, ·, -7%, -19
- COc1ccc2c(c1)C(=O)[C@@H](O)[C@H](c1ccc(OC)c(Br)c1)O2
  74%[activator], -3%, -2%, -17%, 4%, ?, ·
- Cn1cccc1C(=O)OCC(=O)NCCc1ccccc1
  -6%, ·, 1%, -18%, ·, ·, 8
- COc1ccccc1CNC(=O)c1oc2ccc(S(=O)(=O)N3CCCCC3)cc2c1C
  ·, -2%, 4%, ·, ·, 6%, -22
- COc1ccc(CNC(=O)CCCCCNc2nc(=S)[nH]c3ccccc23)cc1
  67%[activator], -10%, -5%, -56%, 2%, 5%, 2
- CN(c1ccc(OC(=O)CC2OC(=O)c3ccccc32)cc1)S(=O)(=O)c1ccccc1 (stereo not given)
  1%, 1%, -5%, -24%, ·, -8%, 0
- CCc1ccc(NC(=O)COc2coc(CN3CCc4ccccc4C3)cc2=O)cc1
  -11%, 0%, 1%, 40%, ·, -2%, -30
- COc1ccc(C(CNC(=O)C2CC(=O)N(Cc3ccc(C)cc3)C2)N(C)C)cc1 (stereo not given)
  0%, -2%, 7%, 8%, 1%, 0%, 12
- O=C(CN(C(=O)c1csnn1)c1ccccc1C(F)(F)F)NC1CCCCC1
  2%, -9%, 1%, 1%, -2%, -13%, 10
- c1cncc(C(c2nnnn2C2CCCCC2)N2CCCCC2)c1 (stereo not given)
  15%, 3%, 0%, 16%, 2%, 4%, -5
- CCCn1c(NCc2ccc(N(CC)CC)cc2)nc2ccccc21
  ·, 11%, -6%, ·, ·, 0%, -6
- CCN(Cc1ccccc1)C(c1ccccn1)c1nnnn1C(C)(C)CC (stereo not given)
  3%, ?, -15%, 43%, ?, 2%, -1
- COc1cc(-c2nc(-c3cccc(C)c3)no2)cc(OC)c1OC
  13%, -7%, 3%, 67%[activator], -1%, 3%, 52
- NC(=O)c1cc([N+](=O)[O-])ccc1N1CCN(Cc2ccccc2)CC1
  -11%, 2%, -1%, -10%, 4%, -28%, -3
- CCCCC(=O)N1CCN(c2nc3ccc(Cl)cc3s2)CC1
  16%, -12%, -8%, 94%[activator], -8%, -25%, ?
- COc1ccc(CNc2nc(-c3cccnc3)nn2C(C)=O)cc1
  -3%, 1%, -3%, -7%, -1%, 21%, ?
- C/C(CC(=O)NC1CCCC1)=N\NC(=O)Cc1csc(N)n1
  62%[activator], -14%, -5%, -8%, 3%, -7%, -6
- Cc1ccc(Cn2c(SCC(=O)NCc3ccccc3Cl)nc3ccsc3c2=O)cc1
  ·, 3%, 4%, ·, ·, 0%, -35
- CCn1nc(C)c(/C=C/C(=O)Nc2ccc(C)cc2C)c1C
  -3%, -6%, 4%, -40%, -6%, -25%, -73*
- Cc1cc(C(=O)Nc2c(F)cc(F)cc2Br)cs1
  10%, -5%, -8%, -24%, -1%, 2%, ?
- CN(C)c1ccc(C=NCCc2ccc(S(N)(=O)=O)cc2)cc1
  -1%, 2%, -5%, -11%, 7%, 6%, -28
- O=C(Nc1ccccc1)OCN1C(=O)c2ccccc2C1=O
  8%, 0%, -5%, -11%, -3%, 5%, 49
- COc1ccc(S(=O)(=O)NC(CC(=O)NCCc2ccccc2)c2ccco2)cc1 (stereo not given)
  -4%, -8%, 3%, -28%, -2%, -14%, -4
- Fc1cc2[nH]cnc2cc1Cl
  0%, -1%, 3%, -18%, 3%, 10%, -18
- O=S(=O)(Nc1cc(Cl)ccc1-n1cncn1)c1ccccc1Cl
  0%[11.6 µM], -7%, -36%, -9%, ·, -35%, -28
- CCN(CC)C(=O)Cn1c(=O)n(Cc2ccc(F)cc2)c(=O)c2sccc21
  23%, ?, 3%, -12%, -2%, 6%, 15
- Cc1ccc(-c2cn3cccnc3n2)cc1NC(=O)Cc1ccccc1
  ·, 3%, 3%, ·, ·, ?, 14
- Cc1cccc2c1NC1(CCCC1)CC2C (stereo not given)
  -19%, -5%, 2%, -13%, -4%, ?, -63*
- CCOC(=O)C1CCCN(c2nc3ccccc3nc2C(C#N)C(=O)OCCOC)C1 (stereo not given)
  -8%, -2%, 6%, 172%[activator], 8%, -17%, 23
- COc1ccc(/C=N/NC(=O)C(=O)N2CCCC2)cc1
  9%, 2%, 1%, -5%, -1%, ·, -4
- CN(C)S(=O)(=O)c1cccc(NC(=O)c2ccc3c(c2)OCCO3)c1
  -20%, -9%, -1%, -30%, ·, -11%, -3
